Source: PubChem BioAssay (Sanford-Burnham Center for Chemical Genomics)
SENP8 block-1 = blocks human SENP8 cleavage of Nedd8 substrate | recombinant SENP8, Nedd8 substrate fluorescence | AID 602440 | inhibition, % at 20 µM | 360,000 tested, 0.64% active | Q96LD8; in the data active = inhibition mostly above about 40%, no sharp cut-off; inactive = mostly below about 27%
Target sequence (Q96LD8 whole entry, looked up): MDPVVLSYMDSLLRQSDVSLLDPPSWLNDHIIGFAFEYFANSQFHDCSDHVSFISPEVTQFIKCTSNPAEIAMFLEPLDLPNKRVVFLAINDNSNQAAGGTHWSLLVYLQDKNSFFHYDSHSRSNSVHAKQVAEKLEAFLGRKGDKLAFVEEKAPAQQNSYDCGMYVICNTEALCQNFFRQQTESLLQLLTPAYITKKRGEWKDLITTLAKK
HKDC1 inh = HKDC1 (human) hexokinase inhibition | 340,000 tested, 0.16% active | AID 493160 | recombinant HKDC1, G6PDH/diaphorase resazurin coupled fluorescence | inhibition, % at 20 µM | Q2TB90;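 active = inhibition above about 35% when tested at 20 µM, limit read from the data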;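 also: plate controls were DMSO wells with enzyme for no effect and DMSO wells lacking enzyme for full effect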
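Assay system – recombinant HKDC1 (HK5) hexokinase enzyme, produced in-house · Input – HKDC1 at 5 µg/mL · Reagent – glucose plus 1 mM ATP as hexokinase substrates · Timing – 90 min reaction incubation at room temperature, dark · Measured by – G6PDH/diaphorase-coupled fluorescence, 1 mM NADP, 100 µM resazurin, 525/613 nm · Benchmarks – DMSO-enzyme wells negative, buffer-substituted wells positive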
SENP1 inh = inhibitors of human SENP1 SUMO protease catalytic domain; inhibition, % at 10 µM; recombinant SENP1 catalytic domain, CyPet-SUMO1-YPet FRET cleavage; Q9P0U3; 360,000 tested, 0.21% active;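 active = inhibition at least 30% at 10 µM, raw YFP signal under a set limit, fluorescence ratio 0.5 to 1.5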;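 also: 0% = enzyme with DMSO and 100% = no enzyme wells; some results filed as inactive read as strong as hits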
Target sequence (Q9P0U3 419-644 limits assumed): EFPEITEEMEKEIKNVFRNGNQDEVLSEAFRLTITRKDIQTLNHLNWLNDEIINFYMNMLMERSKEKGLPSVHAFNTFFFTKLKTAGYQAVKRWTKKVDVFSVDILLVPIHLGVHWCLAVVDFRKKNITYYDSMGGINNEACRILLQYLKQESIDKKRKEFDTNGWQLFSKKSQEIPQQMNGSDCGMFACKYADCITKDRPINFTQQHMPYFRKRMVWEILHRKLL
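system = hSENP1 catalytic domain, recombinant | reagent = SFCypet-SUMO1-SFYpet substrate at 25 nM | doses = one dose per compound, 10 µM, 0.5% DMSO | incubation = enzyme reaction for 50 min at room temperature, dark | measured by = FRET, CFP and YFP emission | controls = no-enzyme low, enzyme-DMSO high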
SENP8 block-2 = blocks the human protease SENP8; Q96LD8; 330,000 tested, 1.2% active; inhibition, % at 10 µM; purified SENP8, Z-RLRGG-aminoluciferin cleavage, luminescence; AID 2540; in the data active = inhibition above about 50%
PfG6PD inh = PfG6PD (Plasmodium falciparum) enzyme inhibition; 350,000 tested, 0.78% active; inhibition, % at 20 µM; PfGluPho enzyme, NADPH resazurin-diaphorase fluorescence;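 active = inhibition reaching at least a set limit at 20 µM in the primary screen, cut at about 59% in these data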;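 also: 0% = DMSO wells with substrate and 100% = DMSO wells lacking glucose-6-phosphate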
SENP6 block = inhibitors of human SENP6 protease; 330,000 tested, 1.8% active; Q9GZR1; AID 2599; Recombinant SENP6 catalytic domain, aminoluciferin luminescence; inhibition, % at 10 µM;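 active = inhibition above about 50% at the single tested dose, limit read from the data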;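 also: plate controls were DMSO wells with enzyme for no effect and DMSO wells lacking enzyme for full effect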
SENP7 inh = inhibitors of human SENP7 protease; Q9BQF6; recombinant SENP7, Z-RLRGG-aminoluciferin luminescence, 40 min; inhibition, % at 5 µM; 330,000 tested, 1.5% active; AID 434973;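 active = inhibition above about 50% at the single test dose, limit read from the data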;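 also: plate controls were DMSO with enzyme for no effect and no enzyme buffer wells for full effect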
Target sequence (Q9BQF6 706-1050 limits assumed): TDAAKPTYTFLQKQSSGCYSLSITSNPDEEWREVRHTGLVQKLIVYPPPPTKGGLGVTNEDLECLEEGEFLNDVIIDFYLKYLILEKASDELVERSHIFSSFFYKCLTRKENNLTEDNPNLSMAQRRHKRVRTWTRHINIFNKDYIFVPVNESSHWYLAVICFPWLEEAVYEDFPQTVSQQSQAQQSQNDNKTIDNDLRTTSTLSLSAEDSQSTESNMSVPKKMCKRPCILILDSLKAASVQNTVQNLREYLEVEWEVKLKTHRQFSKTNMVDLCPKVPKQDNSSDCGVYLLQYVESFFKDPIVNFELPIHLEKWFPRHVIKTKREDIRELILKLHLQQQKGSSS
Apaf1 inhib = human Apaf-1 inhibition; O14727; reconstituted apoptosome caspase-3 activity, DEVD-Rh110 fluorescence; inhibition, % at 20 µM; 330,000 tested, 0.71% active; AID 489030; active = inhibition of at least 40% at 20 µM;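 also: plate controls were DMSO wells for no effect and DEVD-CHO caspase inhibitor wells for full effect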
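Material: reconstituted apoptosome with Apaf-1, cytochrome c, caspase-9, procaspase-3, dATP / Buffer or medium: pH 7.5 Hepes buffer with CHAPS, BSA, DTT / Also added: cytochrome c with DEVD-Rh110 / Schedule: compound with Apaf-1, dATP, procaspase-3 30 min, then 50 min reaction, room temperature / Technique: rhodamine 110 fluorescence at Ex 480/Em 540 nm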
NALP3 yeast inh = NALP3 inhibition in yeast; inhibition, % at 10 µM; Yeast reconstituted NLRP3/ASC/caspase-1, beta-gal luminescence, 24 h; 330,000 tested, 0.39% active; AID 2825;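 active = inhibition of 50% or more; inactive = inhibition below 50%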;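 also: plate controls were induced DMSO wells for no effect and uninduced yeast grown without galactose for full effect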
* = called active by the depositor; nt = not tested or not shown. This is a subset (hit frequency here may not be typical).

Abbreviations – A = SENP8 block-1; B = HKDC1 inh; C = SENP1 inh; D = SENP8 block-2; E = PfG6PD inh; F = SENP6 block; G = SENP7 inh; H = Apaf1 inhib; I = NALP3 yeast inh
1. CCC(CC)N1CCN(Cc2nc3ccccc3c(=O)n2-c2ccc(F)cc2)CC1
  A: 6; B: -2; C: -13; D: 8; E: 0; F: -11; G: -4; H: 0; I: 21
2. O=C(CCCn1c(=O)[nH]c2cc(Cl)ccc2c1=O)N1CCC2(CC1)OCCO2
  A: 0; B: -16; C: 1; D: -6; E: -4; F: -14; G: -2; H: -23; I: -2
3. CC(=O)OC1(Cc2ccccc2)CN2CCC1c1ccccc12 (stereo not drawn)
  A: 18; B: 8; C: 0; D: -4; E: 12; F: -10; G: 8; H: 17; I: 9
4. O=C(CN1CCCC1)Nc1ccc(Cl)cc1C(=O)c1ccccc1
  A: 5; B: -11; C: -2; D: -3; E: -9; F: -23; G: -5; H: 10; I: 15
5. O=C1NC(=O)C(=Cc2coc3ccc(O)cc3c2=O)C(=O)N1
  A: -30; B: 5; C: -7; D: -6; E: 23; F: -1; G: -2; H: 15; I: 3
6. C[N+](C)(C)CC(=O)O
  A: -2; B: -8; C: 2; D: 0; E: 17; F: -12; G: 7; H: -13; I: 19
7. CC(=O)c1ccccc1NC(=O)C1C2CCC(O2)C1C(=O)O (stereo not drawn)
  A: nt; B: nt; C: nt; D: 5; E: nt; F: -9; G: 6; H: -9; I: 8
8. Cc1ccc2c(c1)C1CN(C)CCC1N2C(=O)Nc1cccc(C(F)(F)F)c1 (stereo not drawn)
  A: 9; B: 4; C: 1; D: -3; E: 3; F: -4; G: 5; H: 17; I: 7
9. CCc1cc(=O)oc2cc(OCC(=O)N3C[C@H]4C[C@@H](C3)c3cccc(=O)n3C4)c(Cl)cc12
  A: -48; B: 12; C: 0; D: -13; E: 3; F: -13; G: 5; H: 0; I: 9
10. COC(=O)C(NC(=S)N1CC2C[C@@H](C1)Cn1c2cccc1=O)C(C)C (stereo partly drawn)
  A: 14; B: -4; C: -3; D: -6; E: -9; F: -7; G: -6; H: 12; I: -3
11. Cc1cccc(N2C(=O)NC(=O)/C(=C\c3cc(C)n(-c4sc5c(c4C#N)CCCC5)c3C)C2=O)c1C
  A: -6; B: 72*; C: -9; D: 4; E: 12; F: 2; G: 5; H: 24; I: 10
12. COc1ccc(CC(=O)C2C(=O)N(C)c3ccccc32)cc1OC (stereo not drawn)
  A: 10; B: -7; C: -1; D: nt; E: -33; F: nt; G: nt; H: nt; I: nt
13. C=C[C@@H]1C[C@@]1(C)[C@@H](NP(=O)(c1ccccc1)c1ccccc1)c1ccccc1
  A: 23; B: -1; C: 5; D: 0; E: 14; F: -10; G: 6; H: 12; I: 13
14. C=Cn1ccnc1P(=S)(c1c(C)nn(-c2ccccc2)c1C)c1nccn1C=C
  A: 8; B: 8; C: 2; D: -1; E: -7; F: -2; G: 7; H: -8; I: 31
15. O=C(c1ccc(N2CC3CC(C2)c2cccc(=O)n2C3)c([N+](=O)[O-])c1)N1CCCC1 (stereo not drawn)
  A: 9; B: -1; C: 0; D: -6; E: 13; F: 7; G: 4; H: -5; I: 12
16. CCCc1c(C)nc(-c2ccc(C)cc2)nc1OC(=O)N(C)C
  A: 7; B: -3; C: 1; D: -6; E: -2; F: -14; G: 15; H: -13; I: 14
17. O=C1C=Cc2ccccc2C1=O
  A: nt; B: nt; C: nt; D: 16; E: nt; F: 26; G: 3; H: 62*; I: 7
18. Oc1ccc(C(=C(Cl)Cl)c2ccc(O)cc2)cc1
  A: nt; B: nt; C: nt; D: -12; E: nt; F: -12; G: -4; H: 2; I: 25
19. NC(Cc1ccccc1)c1nc2ccccc2[nH]1 (stereo not drawn)
  A: 1; B: -4; C: 1; D: -11; E: 3; F: -8; G: -15; H: 5; I: -8
20. COc1ccc(CNCCc2ccc(Cl)cc2Cl)cc1
  A: 0; B: -7; C: 2; D: 0; E: -9; F: -6; G: 2; H: 0; I: 16
21. CCOc1cc(C2NCc3ccccc3-n3cccc32)ccc1O (stereo not drawn)
  A: 19; B: 1; C: 5; D: -2; E: -9; F: 10; G: 4; H: 1; I: 24
22. CCCCCOc1ccc(C)cc1CN(CCCl)CCCl
  A: nt; B: 21; C: nt; D: -11; E: -6; F: -4; G: -4; H: -10; I: -8
23. COC(=O)C1=Nc2ccccc2/C1=C\c1c(O)n(-c2ccc(Br)cc2)c(=O)[nH]c1=O
  A: -9; B: 12; C: -8; D: nt; E: 33; F: nt; G: nt; H: nt; I: nt
24. CN1C2CCC1CC(OC(c1ccccc1)c1ccccc1N)C2 (stereo not drawn)
  A: 13; B: -3; C: 3; D: -3; E: 11; F: 17; G: 7; H: 6; I: 9
25. Oc1ccc(Cl)cc1Cc1ccccc1
  A: 1; B: 1; C: 2; D: nt; E: 0; F: nt; G: nt; H: nt; I: nt
26. Cc1ccc(-c2nc(CS(=O)CC(=O)N3CCC4(CC3)OCCO4)c(C)o2)cc1 (stereo not drawn)
  A: 4; B: nt; C: -2; D: -2; E: nt; F: 0; G: -5; H: -1; I: -2
27. CC(=NCCCN1CCCCC1)c1c(O)n(Cc2ccccc2)c(=O)[nH]c1=O
  A: 14; B: -2; C: -10; D: -14; E: -7; F: -19; G: -17; H: 21; I: 7
28. O=C(Nc1ccc(Cl)cc1)N1CC2CC(C1)c1cccc(=O)n1C2 (stereo not drawn)
  A: 1; B: -4; C: 3; D: -9; E: 9; F: -5; G: 16; H: 1; I: 10
29. Cc1onc(-c2c(Cl)cccc2Cl)c1/C(N)=N/OC(=O)N(C)C
  A: 5; B: -3; C: -1; D: 4; E: 2; F: -12; G: 4; H: -20; I: 4
30. Cc1ccc2c(c1)cc1c(=O)n(CC(=O)N3CCC4(CC3)OCCO4)nc(C)n12
  A: -168; B: -1; C: 0; D: 5; E: -1; F: 4; G: -5; H: -2; I: 22
31. CCc1n[nH]c(CCN)n1
  A: 28; B: -8; C: 1; D: 9; E: 0; F: 7; G: 4; H: -13; I: 14
32. O=[N+]([O-])c1ccc(C2[C@H]3C(c4ccccc4)=NC4(CCCC4)N23)cc1 (stereo partly drawn)
  A: 5; B: 0; C: 3; D: 1; E: -3; F: -4; G: 9; H: 18; I: 24
33. O=C(CCC(=O)N1CCC2(CC1)OCCO2)Nc1nnc(C(F)(F)F)s1
  A: 9; B: 2; C: -1; D: -2; E: -3; F: 5; G: -3; H: -16; I: -6
34. Cc1ccc(CN2CCSc3ccc(C(=O)N4CCC5(CC4)OCCO5)cc32)cc1
  A: -351; B: 9; C: 2; D: 5; E: -5; F: 16; G: 0; H: 19; I: 4
35. C=Cn1ccnc1P(O)(=S)c1nc(C)c(CCOC(C)=O)s1 (stereo not drawn)
  A: 5; B: 9; C: 1; D: -1; E: 1; F: -19; G: 5; H: -2; I: 12
36. [O-][n+]1onc2c1CCC1N(O)CCC21O (stereo not drawn)
  A: 14; B: -9; C: 3; D: 5; E: -11; F: 1; G: 7; H: -1; I: 6
37. O=C1NC(=O)C(CCc2ccncc2)(Cc2ccc(OCc3ccccc3)cc2)C(=O)N1
  A: 10; B: -6; C: -2; D: 2; E: -6; F: -9; G: 3; H: -14; I: 8
38. COc1ccc(NC2=NC(C)(C)CS2)cc1
  A: 12; B: -2; C: 3; D: 0; E: 27; F: -6; G: -3; H: -9; I: -5
39. CSc1ccc(C(=O)C(C)(C)N2CCOCC2)cc1
  A: 7; B: 0; C: 0; D: 1; E: 16; F: 7; G: 0; H: 8; I: 33
40. N=Cc1c(O)n(-c2cccc(Cl)c2)c(=O)[nH]c1=O
  A: -3; B: -5; C: -4; D: 6; E: -10; F: 13; G: -1; H: -3; I: -4

Record cards, as listed above. Screens in order: SENP8 block-1, HKDC1 inh, SENP1 inh, SENP8 block-2, PfG6PD inh, SENP6 block, SENP7 inh, Apaf1 inhib, NALP3 yeast inh
Cc1ccc(CN2CCSc3ccc(C(=O)N4CCC5(CC4)OCCO5)cc32)cc1 is listed as -351, 9, 2, 5, -5, 16, 0, 19, 4
O=[N+]([O-])c1ccc(C2[C@H]3C(c4ccccc4)=NC4(CCCC4)N23)cc1 (stereo partly drawn) is listed as 5, 0, 3, 1, -3, -4, 9, 18, 24
COc1ccc(NC2=NC(C)(C)CS2)cc1 is listed as 12, -2, 3, 0, 27, -6, -3, -9, -5
O=C1NC(=O)C(CCc2ccncc2)(Cc2ccc(OCc3ccccc3)cc2)C(=O)N1 is listed as 10, -6, -2, 2, -6, -9, 3, -14, 8

Later entries
Abbreviations – A = SENP8 block-1; B = HKDC1 inh; C = SENP1 inh; D = SENP8 block-2; E = PfG6PD inh; F = SENP6 block; G = SENP7 inh; H = Apaf1 inhib; I = NALP3 yeast inh
41. Brc1ccccc1
  A: 15; B: -3; C: 2; D: 1; E: -16; F: -12; G: 1; H: -11; I: 0
42. Cc1ccc(N2C(=O)CC(=O)NC2=O)c(C)c1
  A: 14; B: -8; C: 1; D: -17; E: -9; F: 7; G: -19; H: -2; I: 11
43. CCOC(=O)C1(c2ccccc2)CCN(CC(=O)Nc2cccc3ccccc23)CC1
  A: 10; B: -4; C: 0; D: -1; E: 1; F: -10; G: -4; H: 21; I: 8
44. CCCCCn1c(=O)c(C(=O)Nc2ccccc2N)c(O)c2ccccc21
  A: -293; B: -7; C: 2; D: -1; E: -11; F: -8; G: 0; H: 5; I: 12
45. COC(=O)C1=C(c2c(C)noc2C)C[C@@H]2CC[C@H]1N2C(=O)NC1CCCCC1
  A: 11; B: -5; C: 1; D: 8; E: 1; F: -1; G: 0; H: 0; I: 10
46. CC12CCC(=O)C=C1C=CC1C2CCC2(C)C(O)CCC12 (stereo not drawn)
  A: -4; B: -5; C: -1; D: nt; E: -14; F: nt; G: nt; H: nt; I: nt
47. Cc1nonc1OCCNCCNc1ccc([N+](=O)[O-])c2cccnc12
  A: 43*; B: 15; C: -36; D: 3; E: 23; F: 1; G: 0; H: 10; I: 14
48. O=c1[nH]c(=O)n(Cc2ccco2)c(O)c1/C=N/N1CCCCCC1
  A: 17; B: -6; C: -5; D: -4; E: -13; F: -5; G: -1; H: -9; I: 0
49. Cc1[nH]c2c(Cl)cccc2c1CCN
  A: nt; B: -1; C: nt; D: 2; E: -3; F: -11; G: 4; H: 2; I: 13
